Screens: PubChem, Sanford-Burnham Center for Chemical Genomics
SENP8 block-1 – blocks human SENP8 cleavage of Nedd8 substrate; Q96LD8; recombinant SENP8, Nedd8 substrate fluorescence; inhibition, % at 20 µM; actives 0.64% (n = 360,000); AID 602440; in the data active means inhibition mostly above about 40%, no sharp cut-off; inactive means mostly below about 27%
SENP1 inh – SENP1 (human) catalytic domain inhibition. actives 0.21% (n = 360,000). AID 624204. Q9P0U3. recombinant SENP1 catalytic domain, CyPet-SUMO1-YPet FRET cleavage. inhibition, % at 10 µM;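 active means inhibition at least 30% at 10 µM, raw YFP signal under a set limit, fluorescence ratio 0.5 to 1.5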;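 further: 0% = enzyme with DMSO and 100% = no enzyme wells; some results filed as inactive read as strong as hits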
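Assay system – human recombinant His6-tagged SENP1 catalytic domain enzyme · Input – SENP1 enzyme, 20 pM final · Buffer or medium – Tris pH 8 buffer plus EDTA, NaCl, BME, BSA, NP40, catalase · Schedule – 50 min reaction at room temperature · Technique – FRET read of cyan and yellow fluorescence · Control set – no-enzyme wells low, DMSO-plus-enzyme wells high control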
HKDC1 inhibitor – inhibitors of human hexokinase HKDC1; Q2TB90; AID 493160; actives 0.16% (n = 340,000); inhibition, % at 20 µM; recombinant HKDC1, G6PDH/diaphorase resazurin coupled fluorescence;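 active means inhibition above about 35% when tested at 20 µM, limit read from the data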;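 further: plate controls were DMSO wells with enzyme for no effect and DMSO wells lacking enzyme for full effect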
Target sequence (Q2TB90 whole entry, looked up): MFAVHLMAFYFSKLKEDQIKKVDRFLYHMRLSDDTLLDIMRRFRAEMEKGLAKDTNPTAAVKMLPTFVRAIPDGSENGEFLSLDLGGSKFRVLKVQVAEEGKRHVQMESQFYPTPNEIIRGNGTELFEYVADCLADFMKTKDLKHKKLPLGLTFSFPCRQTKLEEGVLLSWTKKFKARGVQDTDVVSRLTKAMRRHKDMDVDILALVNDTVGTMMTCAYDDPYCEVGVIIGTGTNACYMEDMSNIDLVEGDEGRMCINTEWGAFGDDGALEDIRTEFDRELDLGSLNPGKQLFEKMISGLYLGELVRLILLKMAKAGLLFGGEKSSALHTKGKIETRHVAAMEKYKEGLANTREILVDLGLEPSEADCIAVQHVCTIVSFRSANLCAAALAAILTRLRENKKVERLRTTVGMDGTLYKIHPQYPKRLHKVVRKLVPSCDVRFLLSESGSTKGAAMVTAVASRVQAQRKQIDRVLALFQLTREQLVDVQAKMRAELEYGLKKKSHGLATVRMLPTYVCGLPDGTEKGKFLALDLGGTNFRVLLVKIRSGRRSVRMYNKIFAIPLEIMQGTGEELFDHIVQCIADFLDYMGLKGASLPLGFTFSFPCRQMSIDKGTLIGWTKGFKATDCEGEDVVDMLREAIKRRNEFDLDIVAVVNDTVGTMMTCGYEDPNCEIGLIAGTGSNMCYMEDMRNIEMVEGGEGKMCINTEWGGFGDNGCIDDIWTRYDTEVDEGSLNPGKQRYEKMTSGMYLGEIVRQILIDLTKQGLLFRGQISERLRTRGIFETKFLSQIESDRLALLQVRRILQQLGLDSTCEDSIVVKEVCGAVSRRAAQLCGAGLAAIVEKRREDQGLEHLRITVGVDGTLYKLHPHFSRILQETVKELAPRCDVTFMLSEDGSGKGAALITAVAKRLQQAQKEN
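test system = in-house recombinant HK5 (HKDC1) enzyme | amount = HKDC1 at 5 µg/mL | control set = DMSO-enzyme wells negative, buffer-substituted wells positive | compound = one dose of 20 µM, 1% DMSO | schedule = reaction time 90 min, room temperature, protected from light | technique = resorufin fluorescence at 613 nm | reagent = glucose with 1 mM ATP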
SENP7 inh – SENP7 protease inhibition; recombinant SENP7, Z-RLRGG-aminoluciferin luminescence, 40 min; inhibition, % at 5 µM; actives 1.5% (n = 330,000); Q9BQF6;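 active means inhibition above about 50% at the single test dose, limit read from the data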;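 further: plate controls were DMSO with enzyme for no effect and no enzyme buffer wells for full effect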
PfG6PD inh – PfG6PD (Plasmodium falciparum) enzyme inhibition; PfGluPho enzyme, NADPH resazurin-diaphorase fluorescence; inhibition, % at 20 µM; actives 0.78% (n = 350,000);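 active means inhibition reaching at least a set limit at 20 µM in the primary screen, cut at about 59% in these data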;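 further: 0% = DMSO wells with substrate and 100% = DMSO wells lacking glucose-6-phosphate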
SENP6 block – blocks the human protease SENP6. Q9GZR1. Recombinant SENP6 catalytic domain, aminoluciferin luminescence. inhibition, % at 10 µM. actives 1.8% (n = 330,000). AID 2599;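 active means inhibition above about 50% at the single tested dose, limit read from the data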;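 further: plate controls were DMSO wells with enzyme for no effect and DMSO wells lacking enzyme for full effect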
Apaf1 inhib – human Apaf-1 inhibition; inhibition, % at 20 µM; actives 0.71% (n = 330,000); AID 489030; reconstituted apoptosome caspase-3 activity, DEVD-Rh110 fluorescence; active means inhibition of at least 40% at 20 µM;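 further: plate controls were DMSO wells for no effect and DEVD-CHO caspase inhibitor wells for full effect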
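Material: reconstituted apoptosome with Apaf-1, cytochrome c, caspase-9, procaspase-3, dATP / Buffer or medium: pH 7.5 Hepes buffer with CHAPS, BSA, DTT / Also added: cytochrome c with DEVD-Rh110 / Schedule: compound with Apaf-1, dATP, procaspase-3 30 min, then 50 min reaction, room temperature / Technique: rhodamine 110 fluorescence at Ex 480/Em 540 nm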
SENP8 block-2 – inhibitors of human SENP8 protease | Q96LD8 | purified SENP8, Z-RLRGG-aminoluciferin cleavage, luminescence | inhibition, % at 10 µM | actives 1.2% (n = 330,000) | AID 2540; in the data active means inhibition above about 50%
An asterisk follows results filed as active; i = inactive; nt = no result given; & = joins results of further samples.

no.	SMILES	SENP8 block-1	SENP1 inh	HKDC1 inhibitor	SENP7 inh	PfG6PD inh	SENP6 block	Apaf1 inhib	SENP8 block-2
1	O=C(NCCOc1ccccc1Cl)c1cccc2c1C(=O)c1ccc(Cl)cc1S2(=O)=O	8	2	-5	3	16	-5	-1	-1
2	CCCCCCCC1CC(CSc2ncn[nH]2)OC1=O (stereo not drawn)	8	0	-3	-2	-1	-5	4	-11
3	O=C(C1CCCCC1)N1CCCC(c2nc(-c3ccc(F)cc3)no2)C1 (stereo not drawn)	2	2	-3	-6	-23	-4	12	-6
4	CCC(c1ccc(O)cc1)C(CC)c1ccc(O)cc1 (stereo not drawn)	5	1	1	-10	-23	0	-5	10
5	COCCNc1c2c(c(C#N)c3nc4ccccc4n13)CCCC2	-419	-34	2	2	13	-2	-6	7
6	O=c1cc(-c2ccccc2)oc2cccc(O)c12	33	4	-3	nt	4	nt	nt	nt
7	CC1(NC(=O)CCc2nc3sc4c(c3c(=O)[nH]2)CCCC4)CCS(=O)(=O)C1 (stereo not drawn)	-62	-24	nt	-5	nt	-11	13	-7
8	O=C(NCCc1ccccc1)c1nc(CS(=O)(=O)c2ccc(Cl)cc2)no1	8	2	-2	-2	8	-8	8	3

Single records (already shown):
COCCNc1c2c(c(C#N)c3nc4ccccc4n13)CCCC2 across the screens: SENP8 block-1: -419; SENP1 inh: -34; HKDC1 inhibitor: 2; SENP7 inh: 2; PfG6PD inh: 13; SENP6 block: -2; Apaf1 inhib: -6; SENP8 block-2: 7
CCCCCCCC1CC(CSc2ncn[nH]2)OC1=O (stereo not drawn) across the screens: SENP8 block-1: 8; SENP1 inh: 0; HKDC1 inhibitor: -3; SENP7 inh: -2; PfG6PD inh: -1; SENP6 block: -5; Apaf1 inhib: 4; SENP8 block-2: -11

(next part)
no.	SMILES	SENP8 block-1	SENP1 inh	HKDC1 inhibitor	SENP7 inh	PfG6PD inh	SENP6 block	Apaf1 inhib	SENP8 block-2
9	O=C(Cc1ccc(Cl)cc1)Nc1ncc([N+](=O)[O-])s1	12	-8	0	nt	1	nt	nt	nt
10	O=C(CSc1ccccc1)Nc1ccc(-c2nc3ccccc3[nH]2)cc1	-70	2	-8	23	14	-13	9	-18
11	CCOC(=O)N1CCN(C(=O)COC(=O)CNC(=O)c2ccc(C)cc2)CC1	43*	1	-7	2	9	-8	-8	9
12	CC1C(=O)N(Cc2ccc(F)cc2)c2ccccc2N1C(=O)c1c(F)cccc1F (stereo not drawn)	-4	0	-3	-7	3	13	20	-4
13	Cc1ccccc1NC(=O)c1cccnc1	-2	1	2	-12	-3	6	8	1
14	CCCCN(C(=O)c1cc(S(=O)(=O)N2CCCCC2)ccc1Cl)c1c(N)n(CC(C)C)c(=O)[nH]c1=O	-2	-2	-4	nt	0	nt	nt	nt
15	CS(=O)(=O)NCc1csc(-c2ccccc2)n1	44*	1	-8	3	5	15	-9	-2
16	N#CCC(=O)NCCCc1ccccc1	14	1	1	0	-1	-29	0	-6
17	CN1CCN(C(=O)c2cn(C)c3ccc(S(=O)(=O)N(C)C4CCCCC4)cc3c2=O)CC1	10	-1	-3	2	-10	0	-5	1
18	Cc1ccsc1/C=N/NC(=O)c1c[nH]c2ccccc12	10	3	8	7	11	19	15	-1
19	COc1ccc(-c2ccc(SCC(=O)N3c4ccccc4CC3C)nn2)cc1OC (stereo not drawn)	-2	-3	1	1	-1	0	0	1
20	CC(C)(C)OC(=O)C[C@H]1C/C=C\C[C@@H](CC(=O)N(CCO)Cc2ccccc2)C(=O)NCCOC1=O	14	0	-3	-1	6	4	-4	3
21	CC(C)Cc1ccc(C(C)C(=O)Nc2ccc(O)cc2)cc1 (stereo not drawn)	6	1	16	-5	-14	-11	-1	-12
22	O=C(COC(=O)CCc1ccc(S(=O)(=O)N2CCOCC2)cc1)Nc1ncc(C(F)(F)F)cc1Cl	4	0	0	19	-11	19	-4	0
23	CCCOc1cccc(C(=O)Nc2ccccc2C(=O)N2CCN(C)CC2)c1	5	1	3	-2	0	-20	3	-3
24	O=c1[nH]c2ccccc2n1C1=CCNCC1	7	-2	-5	-6	-8	9	2	2

Quoted from the entries so far for reference:
no.	SMILES	SENP8 block-1	SENP1 inh	HKDC1 inhibitor	SENP7 inh	PfG6PD inh	SENP6 block	Apaf1 inhib	SENP8 block-2
15	CS(=O)(=O)NCc1csc(-c2ccccc2)n1	44*	1	-8	3	5	15	-9	-2
16	N#CCC(=O)NCCCc1ccccc1	14	1	1	0	-1	-29	0	-6
17	CN1CCN(C(=O)c2cn(C)c3ccc(S(=O)(=O)N(C)C4CCCCC4)cc3c2=O)CC1	10	-1	-3	2	-10	0	-5	1
18	Cc1ccsc1/C=N/NC(=O)c1c[nH]c2ccccc12	10	3	8	7	11	19	15	-1
19	COc1ccc(-c2ccc(SCC(=O)N3c4ccccc4CC3C)nn2)cc1OC (stereo not drawn)	-2	-3	1	1	-1	0	0	1
20	CC(C)(C)OC(=O)C[C@H]1C/C=C\C[C@@H](CC(=O)N(CCO)Cc2ccccc2)C(=O)NCCOC1=O	14	0	-3	-1	6	4	-4	3
21	CC(C)Cc1ccc(C(C)C(=O)Nc2ccc(O)cc2)cc1 (stereo not drawn)	6	1	16	-5	-14	-11	-1	-12
22	O=C(COC(=O)CCc1ccc(S(=O)(=O)N2CCOCC2)cc1)Nc1ncc(C(F)(F)F)cc1Cl	4	0	0	19	-11	19	-4	0
23	CCCOc1cccc(C(=O)Nc2ccccc2C(=O)N2CCN(C)CC2)c1	5	1	3	-2	0	-20	3	-3
24	O=c1[nH]c2ccccc2n1C1=CCNCC1	7	-2	-5	-6	-8	9	2	2

Continued.
no.	SMILES	SENP8 block-1	SENP1 inh	HKDC1 inhibitor	SENP7 inh	PfG6PD inh	SENP6 block	Apaf1 inhib	SENP8 block-2
25	COc1ccc(CNn2cnnc2)c(O)c1	4	1	3	-1	-3	6	-14	0
26	CN(CC1CCCN(CCc2ccc(Cl)cc2)C1)C(=O)c1ccc2nc[nH]c2c1 (stereo not drawn)	10	-2	-1	-3	19	-9	5	-6
27	Cc1cccc(N(Cc2ccccc2F)S(C)(=O)=O)c1	16	2	-9	10	-15	0	-10	7
28	CCCS(=O)(=O)C(=C1NCCO1)S(=O)(=O)CCC	21	-1	-7	-3	-12	-18	3	-6
29	Cc1nc2cc(NC(=O)Nc3nccs3)ccc2n1C	15	3	-6	20	5	-2	-20	-7
30	O=C(CNC(=O)c1ccc(Cl)cc1Cl)OCN1C(=O)c2ccccc2C1=O	5	5	1	-8	-4	-1	0	-5
31	COc1ccccc1NS(=O)(=O)c1ccc(O)cc1	20	0	-1	13	-11	-2	-3	0
32	COc1cc(/C=C/c2[nH]c(=O)[nH]c(=O)c2[N+](=O)[O-])ccc1OCCC(C)C	-72	-14	19	-1	-40	-2	6	2
33	COc1ccc(NC(=O)CN2C(=O)NC3(CCCCCCC3)C2=O)cc1	6	0	-5	16	-2	-13	-5	-14
34	CCOC(=O)c1cc2c(=O)n3cccc(C)c3nc2n(Cc2ccco2)c1=NC(=O)c1ccccc1	i	-27&-30	7&5	-13	36&12	4	13	-10
35	C/C(=N\Nc1ccc(C#N)cc1[N+](=O)[O-])c1ccc(O)cc1	44*	3	-2	-3	-3	-18	-15	0
36	N[C@@H](Cc1ccccc1)c1nnc(SC/C=C/c2ccccc2)o1	9	1	0	-5	23	-11	14	-3
37	O=C(CNC(=O)c1ccc(OC(F)F)cc1)NCC1CCCO1 (stereo not drawn)	6	0	2	-6	1	0	5	-1
38	COc1ccc2[nH]c3c(=O)n(Cc4ccco4)cnc3c2c1	i	0	3	0	8	-11	5	-5
39	CCC1CCCCN1C(=O)CSc1n[nH]c(N)n1 (stereo not drawn)	11	-1	6	1	-17	-8	-4	-6
40	CCOC(=O)c1[nH]c(=S)[nH]c1C	3	0	-5	nt	32	nt	nt	nt
41	COc1ccc(NS(=O)(=O)c2c(C)cc(C)cc2C)cc1	22	-1	1	-2	34	-10	17	0
42	O=C(/C=C/c1ccc(O)c(O)c1)OCCc1ccccc1	-242	-91	4	-13	12	17	-3	18
43	O=C(NN1CCOCC1)c1cn(-c2ccccc2)nc1-c1cccs1	8	2	-7	-9	-29	-11	-9	-3
44	Cc1cccc(C(=O)OCC(=O)N(C)CC(=O)Nc2ccc(Cl)c(C(F)(F)F)c2)c1	9	-2	1	3	48	-4	19	-3
45	CC1(C)CC(=O)C2=C(C1)OC(N)=C(C#N)C2c1cn(-c2ccccc2)nc1-c1ccc(F)cc1 (stereo not drawn)	-13	5	3	3	8	-3	3	3
46	Cc1ccc(C#N)c(SCCN2CCCCC2)n1	-2	-10	-4	4	-6	-1	-2	5
47	N=c1c(C(=O)NCCN2CCOCC2)cc2c(=O)n3ccccc3nc2n1CCCN1CCOCC1	-302	-25	-1	-1	-18	-7	-5	-10
48	CCNc1nc(NCc2ccccc2)nc(SCC(=O)Nc2ccccc2)n1	6	2	-3	-1	-10	1	7	5
49	Cc1nc(N2CCN(Cc3nc4ccccc4[nH]3)CC2)c2oc3ccccc3c2n1	-30	-10	-2	0	-12	-1	2	-3
50	O=C1CCc2cc(S(=O)(=O)N3CCCC3C(=O)N3CCN(c4ccccc4)CC3)ccc2N1 (stereo not drawn)	19	4	2	1	-9	11	14	-3
51	CCOc1ccccc1NC(=O)Cn1nc(-c2ccco2)ccc1=O	-36	-3	-3	-1	8	5	8	5
52	O=C(O)c1ccc(-c2ccc(-c3ccccc3)cc2)s1	-299	-13	nt	101*	nt	99*	15	97*
53	Cc1cccc(NC(=O)c2cccc(NC(=O)c3ccco3)c2)c1C	5	3	-4	-4	1	-12	-16	3
54	O=C(Cn1cc2c(n1)CCCC2)Nc1ccccc1Cl	11	-2	-5	1	-4	-1	-5	1
55	COc1ccc(-c2csc(NC(=O)c3ccccc3C(=O)O)n2)cc1	2	0	-6	1	-7	-12	7	4
56	NC(=N\N=Cc1ccccc1)/C(N)=N/N=Cc1ccccc1	15	2	-6	nt	3	nt	nt	nt
57	COc1ccc(C(=O)c2sc(NC(C)C)nc2N)cc1OC	-40	-2	2	3	-23	3	1	4
